Source: PubChem BioAssay (National Center for Advancing Translational Sciences (NCATS))
EPAC2 antag: antagonists of human EPAC2; Q8WZA2; actives 0.18% (n = 360,000); EPAC2 GEF exchange of Rap1B-BODIPY-GDP, fluorescence; Potency, µM (titrated, usually from 114 µM), without a hit: at the highest dose activity, negative = inhibition, hits mostly inhibitors; further: potency means the concentration at half of the fitted maximal effect; on the % scale 0 is the no-effect control and ±100 the full control effect; nearly all actives have a fitted effect of over 45% in size; many of its hits are not listed in these tables
Target sequence (Q8WZA2 whole entry, looked up): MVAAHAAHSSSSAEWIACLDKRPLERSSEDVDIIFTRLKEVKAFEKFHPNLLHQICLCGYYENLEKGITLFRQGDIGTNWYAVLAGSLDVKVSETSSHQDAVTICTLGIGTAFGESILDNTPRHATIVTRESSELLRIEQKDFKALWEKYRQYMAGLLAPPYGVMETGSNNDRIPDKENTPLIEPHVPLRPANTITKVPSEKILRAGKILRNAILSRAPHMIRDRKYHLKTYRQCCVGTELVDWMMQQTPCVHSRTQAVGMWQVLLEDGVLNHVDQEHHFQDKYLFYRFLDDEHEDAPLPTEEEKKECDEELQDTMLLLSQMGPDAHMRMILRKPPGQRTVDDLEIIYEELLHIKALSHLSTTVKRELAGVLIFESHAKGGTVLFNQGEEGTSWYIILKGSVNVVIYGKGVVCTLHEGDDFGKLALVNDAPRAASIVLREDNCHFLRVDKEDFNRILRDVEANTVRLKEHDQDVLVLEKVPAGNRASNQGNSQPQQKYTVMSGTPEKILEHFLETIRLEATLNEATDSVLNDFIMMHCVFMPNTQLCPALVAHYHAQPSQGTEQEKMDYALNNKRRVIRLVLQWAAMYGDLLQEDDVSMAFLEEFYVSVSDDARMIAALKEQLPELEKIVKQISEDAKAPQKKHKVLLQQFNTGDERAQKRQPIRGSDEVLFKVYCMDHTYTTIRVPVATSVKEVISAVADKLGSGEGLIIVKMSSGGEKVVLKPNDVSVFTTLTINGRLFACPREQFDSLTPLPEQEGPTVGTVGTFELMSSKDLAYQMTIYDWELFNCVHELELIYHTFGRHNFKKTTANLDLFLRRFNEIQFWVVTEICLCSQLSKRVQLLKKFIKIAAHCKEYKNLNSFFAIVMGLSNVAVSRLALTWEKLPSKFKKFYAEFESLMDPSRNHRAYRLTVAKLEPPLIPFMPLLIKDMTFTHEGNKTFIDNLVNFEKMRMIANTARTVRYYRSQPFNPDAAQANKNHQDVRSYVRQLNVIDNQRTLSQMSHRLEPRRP
Nrf2 activator: activators of Nrf2 (ARE) signaling | actives 0.31% (n = 410,000) | AREc32 ARE-luciferase reporter (MCF7-derived line), luminescence, 24 h | Potency, µM (highest dose often 46.1 µM), without a hit: top-dose activation, most hits filed as activators; further: potency means the concentration at half of the fitted maximal effect; % of control where 0% means no effect; nearly all actives have a fitted effect of over 65% in size
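For detection, Steady-Glo was added and plates sat 30 min at RT; before that, AREc32_Fluc cells grown overnight in OPTI-MEM/5% FBS had been treated with 23 nL compound for 24 hr at 37 deg C.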
CCT chaperon mod: changes cytosolic chaperonin activity. purified chaperonin ATPase assay, HTRF ADP detection, 30 min. activity change, % (no concentration beside the values), hits read low. actives 0.3% (n = 360,000); in the data active means activity change below about -30%; further: on the % scale 0 is the no-effect control and ±100 the full control effect
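We incubate TRiC, 40 or 20 nM final, with library compounds at 76 uM and 10 uM ATP for 30 min at 37 °C. ADP formed is detected with Transcreener HTRF reagents after 30 min at room temperature.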
TGFb inhibitor: blocks TGF-b signaling. HepG2 CAGA-GFP TGF-b/SMAD3 reporter, GFP fluorescence, 18 h; TGF-beta stimulated, 500 pg/mL final. AID 588855. actives 1.2% (n = 410,000). Potency, µM (top dose mostly 46.1 µM), inactives show at the top dose activity, negative = inhibition, actives largely listed as inhibitors; further: potency means the concentration at half of the fitted maximal effect; on the % scale 0 is the no-effect control and ±100 the full control effect; nearly all actives have a fitted effect of over 65% in size
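Read-out: total well GFP (ex488/em500-530) summed from mean per-cell fluorescence. Cells: HEPG2 CAGA-GFP, 1% FBS DMEM, 18 h at 37 degrees C with 500 pg/mL final TGF-beta. Unstimulated wells served as the full-inhibition control; stimulated DMSO wells = 0%.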
Akt phos inh: inhibitors of Akt phosphorylation | Neuro2A IGF-stimulated pAkt S473 HTRF, 20 min; hits give low values | activity change, % for hits at 50 µM | actives 0.32% (n = 360,000) | AID 651550; in the data active means activity change below about -80%; inconclusive means mostly about -51% to -80%; further: on the % scale 0 is the no-effect control and ±100 the full control effect
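Neuro2A cells (4,500/well, DMEM with 0.5% FBS) were treated with compound at a single 50 µM final concentration, stimulated with 6 nM IGF for 20 min at 37 °C, and lysed. Phospho-Akt Ser473 was read by HTRF as 665/615 ratio ×10^4.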
EPAC2 agonist: agonists of human EPAC2 (RAPGEF4) | actives 0.079% (n = 360,000) | Potency, µM (highest dose often 154 µM), inactives show top-dose activation, usual class: activators | EPAC2 activation, biochemical qHTS; response scale: 100% = 6.5 mM cAMP response | Q8WZA2; further: potency means the concentration at half of the fitted maximal effect; nearly all actives have a fitted effect of over 50% in size
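Nucleotide exchange monitored as fluorescence drop when BODIPY-GDP leaves Rap1B. Reaction: 100 nM EPAC2, 250 nM RAP1B-BODIPY-GDP, 50 uM GDP, room temperature, kinetic read over 30 min. Activity expressed relative to 6.5 mM cAMP.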
Mm-Cpn inhibitor: M. maripaludis TRiC chaperonin inhibition; purified Mm-Cpn ATPase, ADP Transcreener TR-FRET; actives 0.031% (n = 330,000); Potency, µM (doses to about 76.9 µM), for the others: at the highest dose activity, negative = inhibition, actives largely listed as inhibitors; further: potency means the concentration at half of the fitted maximal effect; on the % scale 0 is the no-effect control and ±100 the full control effect; nearly all actives have a fitted effect of over 80% in size
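Reaction buffer contained 30 mM Tris pH 7.4, 100 mM KCl, 5 mM MgCl2 and 1 mM DTT. Mm-CPN (25 nM final) hydrolysed 10 uM ATP over 30 min at 37°C; ADP was read by HTRF.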
A549 viability: kills or reduces viability of A549 cells in Nrf2 counter-screen; actives 0.16% (n = 390,000); Potency, µM (doses to about 46 µM), for the others: at the highest dose activity change, negative = cytotoxicity, hits mostly inhibitors; AID 504648; A549 ARE-Fluc cells, CellTiter-Fluor viability, 18-24 h; further: potency means the concentration at half of the fitted maximal effect; on the % scale 0 is the no-effect control and ±100 the full control effect
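Cytotoxicity counterscreen: CellTiter-Fluor fluorescence was measured in A549 ARE_Fluc cells after 18-24 h of compound exposure in a concentration series. The subsequent BugLite luminescent read reports ARE-luciferase activity.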
Nrf2 block: inhibitors of Nrf2 signaling. Potency, µM (series often up to 46 µM), for inactives: at the highest dose activity change, negative = inhibition, most hits filed as inhibitors. actives 2.1% (n = 360,000). A549 ARE-Fluc reporter, luciferase luminescence, 18-24 h. AID 504444; further: potency means the concentration at half of the fitted maximal effect; on the % scale 0 is the no-effect control and ±100 the full control effect; nearly all actives have a fitted effect of over 60% in size
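A549 ARE_Fluc cells (5000/well, 5% FBS OPTI-MEM) pre-incubated 2 h, then treated with compounds 18-24 h at 37C/5% CO2 in concentration-response. CellTiter-Fluor viability read first; BugLite luciferase luminescence after 15 min at room temperature gives Nrf2 activity.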
An asterisk follows results filed as active; i = inactive; u = inconclusive; x = not tested or not shown; [ ] = another dose, or the depositor's remark. Unless noted, the call rests on the fitted dose curve; in most records, active means well fitted curve in the direction sought with a large enough effect; inconclusive means small, poorly fitted or top-dose-only effect, or another doubt; inactive means no such curve, though single readings can be large; an effect the other way counts as inactive or inconclusive. A portion of the library; the hit share may differ from the screen's.

[1] CC(=O)Nc1ccc(NC(=O)C(C)OC(=O)CCC2CCCCC2)cc1 (stereo not drawn)
[2] CC(=O)OC1CCC2(C)C(=CCC3C4CC(=O)N(O)C(=O)C4(C)CCC32)C1 (stereo not drawn)
[3] COc1ccc2[nH]c(C)c(CCN3C(=O)OC(C)(C)C3(C)O)c2c1 (stereo not drawn)
[4] COc1ccc(N2C(=O)C3CCCN3C2c2cccc(Br)c2)cc1 (stereo not drawn)
[5] CCN(CC)C(=O)c1ccccc1NC(=O)CN1C(=O)c2ccccc2S1(=O)=O
[6] CCCOc1ccc(C(=O)Nn2c(C)nc3ccccc3c2=O)cc1
[7] COc1cc(NC(=O)C(C)Oc2ccccc2)c(OC)cc1NC(=O)c1ccccc1 (stereo not drawn)
[8] CC(C)CC(NC(=O)C1CCCN1C(=O)CNC(=O)OCc1ccccc1)C(=O)O (stereo not drawn)

Assay by compound	1	2	3	4	5	6	7	8
EPAC2 antag	-8%	-14%	5%	5%	-9%	-7%	-13%	0%
Nrf2 activator	-0.2%	6.1%	-0.1%	0.1%	0.1%	-0.7%	0.7%	0.4%
CCT chaperon mod	-3.8	-9.2	-0.7	-2.9	-0.6	-1.8	-1.4	-1.4
TGFb inhibitor	-13%	-27%	-7%	-5%	1%	-18%	-28%	-5%
Akt phos inh	i	i	i	i	i	i	i	i
EPAC2 agonist	-5%	-4%	3%	u	6%	8%	14%	8%
Mm-Cpn inhibitor	-1%	x	-2%	0%	-8%	-1%	1%	1%
A549 viability	0%	-16%	10%	2%	-4%	-10%	-7%	1%
Nrf2 block	-5%	u	15%	10%	8%	u	-17%	8%

[9] CCCCn1c(N)c(N(CC)C(=O)c2cccs2)c(=O)[nH]c1=O
[10] CN(C(=O)c1ccc(NC(=O)Cc2ccc(NC(=O)C3CCCN(C(=O)C4CCCC4)C3)cc2)cc1)C1CCCC1 (stereo not drawn)
[11] CC(C)(C)NC(=O)CSc1ccc(S(=O)(=O)N2CCOCC2)cn1
[12] CCOc1ccc(C(=O)N2CCCCCC2)cc1
[13] Cc1ccc(S(=O)(=O)N/N=C/c2ccc3nccnc3c2)cc1
[14] O=C(NCCS(=O)(=O)NCc1ccccc1Cl)c1ccccc1
[15] COC(=O)c1ccc(N2CCN(C)CC2)c(NC(=O)COc2ccccc2)c1
[16] c1c2c(cc3sc(N4CCOCC4)nc13)OCO2

Assay by compound	9	10	11	12	13	14	15	16
EPAC2 antag	-9%	1%	10%	-5%	-9%	10%	-2%	-7%
Nrf2 activator	-0.6%	-0.3%	0.2%	-0.6%	-0.2%	0.3%	0.7%	0.4%
CCT chaperon mod	-0.9	-3.3	0.3	-3.0	0.0	-0.3	-0.1	-1.7
TGFb inhibitor	-10%	-19%	u	-8%	-3%	-7%	-1%	-1%
Akt phos inh	i	i	i	i	i	i	i	i
EPAC2 agonist	7%	12%	-7%	-8%	-1%	1%	3%	3%
Mm-Cpn inhibitor	0%	x	0%	-2%	2%	4%	-5%	-1%
A549 viability	4%	-2%	6%	2%	-3%	-3%	1%	0%
Nrf2 block	10%	-17%	9%	x	11%	1%	-17%	u

A draw from above in order of heavy-atom count, falling:
[15] COC(=O)c1ccc(N2CCN(C)CC2)c(NC(=O)COc2ccccc2)c1
[11] CC(C)(C)NC(=O)CSc1ccc(S(=O)(=O)N2CCOCC2)cn1
[13] Cc1ccc(S(=O)(=O)N/N=C/c2ccc3nccnc3c2)cc1
[12] CCOc1ccc(C(=O)N2CCCCCC2)cc1

Assay by compound	15	11	13	12
EPAC2 antag	-2%	10%	-9%	-5%
Nrf2 activator	0.7%	0.2%	-0.2%	-0.6%
CCT chaperon mod	-0.1	0.3	0.0	-3.0
TGFb inhibitor	-1%	u	-3%	-8%
Akt phos inh	i	i	i	i
EPAC2 agonist	3%	-7%	-1%	-8%
Mm-Cpn inhibitor	-5%	0%	2%	-2%
A549 viability	1%	6%	-3%	2%
Nrf2 block	-17%	9%	11%	x

More entries:
[17] COc1ccc(C(=O)COC(=O)CCNS(=O)(=O)c2ccccc2)cc1Br
[18] COc1c(C(=O)Nc2nnc(C3CC3)s2)csc1Cl
[19] CC(NC(=O)C(C)N1CCN(Cc2ccccc2)CC1)c1ccccc1 (stereo not drawn)
[20] O=C(Nc1cccc(Cl)c1)c1c(NC(=O)C(F)(F)F)sc2c1CCCC2
[21] COc1ccc(C#Cc2c(-c3ccc(OC)cc3)oc3ccc(-c4ccc5c(c4)OCO5)cc23)cc1
[22] CCN(CC)CCCOC(=O)C(c1ccccc1)c1ccccc1
[23] CCN(CC)S(=O)(=O)c1ccc(NC2c3ccccc3C(=O)N2Cc2ccco2)cc1 (stereo not drawn)
[24] O=C(CC1CCCCC1)Nc1ccccc1-c1ccccc1

Assay by compound	17	18	19	20	21	22	23	24
EPAC2 antag	-6%	0%	-1%	x	1%	-3%	-9%	-10%
Nrf2 activator	-0.7%	8.9µM*	0.0%	-0.4%	-0.6%	3.6%	13%	-0.3%
CCT chaperon mod	0.5	0.1	-2.3	x	-0.9	-0.7	0.1	-1.2
TGFb inhibitor	22%	-11%	-17%	u	0%	22%	-20%	-7%
Akt phos inh	i	i	i	x	i	i	i	i
EPAC2 agonist	5%	7%	12%	x	-1%	5%	-2%	-1%
Mm-Cpn inhibitor	-11%	-1%	0%	x	x	-2%	-1%	-7%
A549 viability	-1%	13%	0%	u	-7%	-3%	3%	0%
Nrf2 block	-1%	u	0%	u	3%	0%	-17%	-15%

[25] COc1ccc(CCNC(=S)N2CCC(Cc3ccccc3)CC2)cc1OC
[26] COc1ccc(NC(=S)NCc2ccc(Cl)cc2)c(OC)c1
[27] CC1CCCCC1N(C)C1CCN(C(=O)CNC(=O)/C=C/c2cccc(Cl)c2)CC1 (stereo not drawn)
[28] Cc1ccc(C(=O)NC(=S)N(C)C2CCCCC2)cc1
[29] CCS(=O)(=O)c1ccc2oc(SCC(=O)Nc3ccc(OC)cc3)nc2c1
[30] C#CCn1cc[n+](CC(=O)N(C)C)c1
[31] Cc1oc2ncnc(N3CCCCC3)c2c1C(=O)NCC1CCN(Cc2ccc(F)cc2)CC1
[32] CC1CCN(CC(=O)Nc2cccc(C(=O)Nc3cccc(C(F)(F)F)c3)c2)CC1

Assay by compound	25	26	27	28	29	30	31	32
EPAC2 antag	-12%	8%	1%	-3%	-3%	2%	x	-8%
Nrf2 activator	5.6%	0.7%	-0.7%	2.2%	3.7%	0.4%	-0.6%	6.7%
CCT chaperon mod	0.7	-2.9	1.4	-3.8	-1.1	-1.0	x	-4.7
TGFb inhibitor	u	-20%	31%[activator]	-3%	-3%	-12%	-10%	u
Akt phos inh	i	i	i	i	i	i	x	i
EPAC2 agonist	17%	13%	12%	6%	10%	5%	x	-2%
Mm-Cpn inhibitor	1%	2%	2%	-2%	0%	-2%	x	0%
A549 viability	4%	-1%	4%	1%	11%	-4%	-8%	u
Nrf2 block	u	2%	u	23%	2%	8%	15%	30%

[33] CC(NC(=O)COc1ccccc1Cl)c1ccccc1 (stereo not drawn)
[34] Cc1ccccc1NC(=O)Nc1nc(CN(C)C)cs1
[35] COc1cc(/C=C/c2cc(C(=O)O)c3ccccc3n2)ccc1OC(F)F
[36] O=C(NCc1ccccc1)/C(=C/c1cccc([N+](=O)[O-])c1)NC(=O)c1ccco1
[37] CC(=O)c1ccc(Nc2cc(C)nc3ccc(C)cc23)cc1
[38] CCOc1cc(CN2CCN(CCOCCO)CC2)ccc1OC
[39] CCOC(=O)c1c(C)[nH]c(C)c1C(=O)COC(=O)CSc1ccc(C)cc1
[40] Cc1nn2c(NCCN3CCOCC3)c3c(nc2c1-c1ccccc1)CCCC3
[41] O=C(O)c1cccc(CN2C(=O)SC(Nc3ccccc3)C2=O)c1 (stereo not drawn)
[42] Nc1cc(=O)nc(SCC(=O)Nc2ccc(F)cc2)n1CCc1ccccc1

Assay by compound	33	34	35	36	37	38	39	40	41	42
EPAC2 antag	u	12%	u	-2%	2%	1%	-24%	-11%	1%	x
Nrf2 activator	5.0%	0.0%[9.22 µM]	-0.3%	0.0%	3.6%	-0.6%	9.6%	2.7%	0.1%	5.8%
CCT chaperon mod	0.2	-0.8	0.2	-0.3	0.8	-0.3	0.5	-13	-1.2	x
TGFb inhibitor	-27%	22%	-22%	1%	-13%	5%	-14%	5%	u	-4%
Akt phos inh	i	i	i	i	i	i	i	i	i	x
EPAC2 agonist	-5%	5%	10%	14%	7%	2%	-4%	7%	-3%	x
Mm-Cpn inhibitor	1%	x	1%	-1%	2%	2%	1%	-1%	-3%	x
A549 viability	13%	x	-15%	4%	u	4%	9%	-4%	-5%	-6%
Nrf2 block	u	x	-16%	-1%	4%	9%	-18%	-26%	25%	14%
